OX1R antag-1: human HCRTR1 antagonism; CHO/OX1R cells, Fluo-8 calcium fluorescence, orexin A; AID 434989; 330,000 tested, 0.43% active; inhibition, % at 5 µM; O43613;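 active = inhibition above its plate's threshold, mean inhibition of all tested compounds on the plate plus 3 SD, cut at about 37% in these data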;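 also: 0% = orexin A challenge wells and 100% = SB-334867-A antagonist wells; not every result past the cut was called active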
Target sequence (O43613 whole entry, looked up): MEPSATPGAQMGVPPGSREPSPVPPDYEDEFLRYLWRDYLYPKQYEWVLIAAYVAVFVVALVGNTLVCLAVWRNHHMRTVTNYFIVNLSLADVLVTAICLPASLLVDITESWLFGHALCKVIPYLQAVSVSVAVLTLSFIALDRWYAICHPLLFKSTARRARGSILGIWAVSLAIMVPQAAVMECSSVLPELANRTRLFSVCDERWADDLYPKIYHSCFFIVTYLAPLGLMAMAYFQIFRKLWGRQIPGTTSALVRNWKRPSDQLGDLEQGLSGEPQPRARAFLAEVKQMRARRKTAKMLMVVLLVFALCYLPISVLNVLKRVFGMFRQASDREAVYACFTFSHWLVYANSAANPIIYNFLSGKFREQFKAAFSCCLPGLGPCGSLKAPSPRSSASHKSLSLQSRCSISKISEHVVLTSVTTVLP
OX1R antag-2: antagonists of human orexin 1 receptor (OX1R). 330,000 tested, 1.8% active. AID 485270. inhibition, % at 6.6 µM. O43613. OX1R-expressing cells, FRET antagonist read-out; in the data active = inhibition mostly above about 38%, no sharp cut-off; inactive = mostly below about 40%;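 also: 0% = agonist challenge alone and 100% = reference antagonist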
* marks the source's active call; other numbers are inactive results. The order is random; any-hit rate near 2.1%.

Screening CCc1nnc(NC(=O)CCC(=O)NCc2ccccc2OC)s1 returned OX1R antag-1 -4 and OX1R antag-2 14.
For O=C(CN1CCOCC1)Nc1ccc(Br)cn1 the results were OX1R antag-1 3 and OX1R antag-2 10.
O=C(NCCc1ccccc1)C1CCN(C(=O)Nc2ccccc2)CC1 was read as OX1R antag-1 -19 and OX1R antag-2 11.
COc1ccc(C2=NS(=O)(=O)N(C)C(C(=O)N(C)Cc3ccccc3)=C2)cc1OC was read as OX1R antag-1 -17 and OX1R antag-2 8.
For COC(=O)CSc1nnc(SCc2ccc(Cl)cc2)s1 the results were OX1R antag-1 -16 and OX1R antag-2 14.
For CC1(c2ccccc2)ON(c2ccccc2C(F)(F)F)C1=O (stereo unspecified) the results were OX1R antag-1 16 and OX1R antag-2 8.
`COc1ccc(C2C(C(=O)N3CCOCC3)=C(C)NC3=C2C(=O)CC(C)(C)C3)c(OC)c1` (stereo unspecified) gave OX1R antag-1 -10 and OX1R antag-2 4.
`CCOC(=O)C1CCN(C(=O)/C(=C/c2ccccc2)NC(=O)c2ccccc2)CC1` gave OX1R antag-1 -13 and OX1R antag-2 5.
Screening Cc1cc(C)cc(NC(=O)COC(=O)CCCNC(=O)c2ccc(Cl)cc2)c1 returned OX1R antag-1 -17 and OX1R antag-2 22.
Cn1nc(C(=O)N2CCN(C(c3ccccc3)c3ccccc3)CC2)c2ccccc2c1=O was read as OX1R antag-1 -31 and OX1R antag-2 21.
Screening COC(=O)c1cn(Cc2ccc(C(F)(F)F)cc2)cc(F)c1=O returned OX1R antag-1 -9 and OX1R antag-2 4.
CC(C)(C)OC(=O)N1CCC(C(=O)N[C@H](C(=O)O)c2ccccc2)(c2ccccc2)CC1 was read as OX1R antag-1 -25 and OX1R antag-2 4.
CC(=O)c1cc(CN2CCC(N3CCC(C(=O)NC(C)C)CC3)CC2)cs1 was read as OX1R antag-1 -6 and OX1R antag-2 13.
Screening CCC(=O)Oc1ccc(/C(CC)=C(\CC)c2ccc(OC(=O)CC)cc2)cc1 returned OX1R antag-1 2 and OX1R antag-2 25.
For CCC(C)[C@H](NC(=O)N1CCN(c2cccc(C(F)(F)F)c2)CC1)C(=O)OC (stereo partly specified) the results were OX1R antag-1 -13 and OX1R antag-2 12.
Cc1ccc(S(=O)(=O)N2CCN(C(=O)CSCc3ccc(C(C)C)cc3)CC2)cc1 was read as OX1R antag-1 -1 and OX1R antag-2 13.
`CN(C)S(=O)(=O)c1cccc(NC(=S)N2CCCCC2CO)c1` (stereo unspecified) gave OX1R antag-1 0 and OX1R antag-2 12.
`CCCCn1c(SCC(=O)N2CCCCC2)nc2cc(S(N)(=O)=O)ccc21` gave OX1R antag-1 -9 and OX1R antag-2 0.
CCOc1nc(-c2ccccc2)c2cc(C)ccc2n1 was read as OX1R antag-1 -24 and OX1R antag-2 14.
Screening O=C(NCc1ccco1)C1CCN(C(=O)c2cc3sccc3n2Cc2ccc(Cl)cc2)CC1 returned OX1R antag-1 69* and OX1R antag-2 14.
Screening COc1ccc(S(=O)(=O)N(C)C)cc1NCC(=O)Nc1cccc(C#N)c1 returned OX1R antag-1 -30 and OX1R antag-2 14.
CCNC(=O)COC(=O)c1cc(-c2ccc(OC)cc2)nc2ccccc12 was read as OX1R antag-1 -19 and OX1R antag-2 57.
`O=C(NC1CCCCC1)N(Cc1cc2cc3c(cc2[nH]c1=O)OCCO3)C1CCCCC1` gave OX1R antag-1 -39 and OX1R antag-2 10.
`CCc1nn(CCCC(=O)N2CCC(C)CC2)c(=O)c2cc3occc3n12` gave OX1R antag-1 -25 and OX1R antag-2 8.
For CCOc1cccc2sc(N3CCN(C(=O)c4ccc5ncsc5c4)CC3)nc12 the results were OX1R antag-1 -25 and OX1R antag-2 1.
Screening CCCCCn1c(SCCN2CCOCC2)nc2c1c(=O)[nH]c(=O)n2C returned OX1R antag-1 -22 and OX1R antag-2 33.
`CC(=O)Nc1n[nH]c(S(=O)(=O)Cc2ccc(Cl)cc2Cl)n1` gave OX1R antag-1 5 and OX1R antag-2 13.
For CCN1C(=O)N[C@@H](c2cccc(C(F)(F)F)c2)[C@H](C(C)=O)[C@H]1C the results were OX1R antag-1 -31 and OX1R antag-2 21.
For CCN(CC)CCNC(=O)c1ccc(NC(=O)C2CC(=O)N(c3ccc4c(c3)OCCO4)C2)cc1 (stereo unspecified) the results were OX1R antag-1 -20 and OX1R antag-2 8.
`Cc1ccc(C(=O)NCC(=O)OCC(=O)N(CC(C)C)c2c(N)n(Cc3ccccc3)c(=O)[nH]c2=O)cc1C` gave OX1R antag-1 -18 and OX1R antag-2 -4.
For CSc1ccccc1C(=O)NCCOc1ccccc1C the results were OX1R antag-1 -20 and OX1R antag-2 19.
O=C(NN1CCN(Cc2ccccc2)CC1)c1ccc(Cl)cc1 was read as OX1R antag-1 -24 and OX1R antag-2 4.
Screening COc1ccc(COC(=O)C2=C(C)NC(=O)NC2c2cc(OC)ccc2OC)cc1 (stereo unspecified) returned OX1R antag-1 -32 and OX1R antag-2 2.
COC(=O)c1ccccc1NC(=S)NC(=O)COc1ccc(C(C)C)cc1 was read as OX1R antag-1 -22 and OX1R antag-2 12.
`CCCn1c(=O)cc(N)n(-c2ccc(OC(F)(F)F)cc2)c1=O` gave OX1R antag-1 -42 and OX1R antag-2 3.
CC(C)CN(C1CCS(=O)(=O)C1)S(=O)(=O)c1ccc(C(C)C)cc1 (stereo unspecified) was read as OX1R antag-1 -31 and OX1R antag-2 19.

Of the compounds above, these contain fluorine.
For CC1(c2ccccc2)ON(c2ccccc2C(F)(F)F)C1=O (stereo unspecified) the results were OX1R antag-1 16 and OX1R antag-2 8.
Screening COC(=O)c1cn(Cc2ccc(C(F)(F)F)cc2)cc(F)c1=O returned OX1R antag-1 -9 and OX1R antag-2 4.
For CCC(C)[C@H](NC(=O)N1CCN(c2cccc(C(F)(F)F)c2)CC1)C(=O)OC (stereo partly specified) the results were OX1R antag-1 -13 and OX1R antag-2 12.
For CCN1C(=O)N[C@@H](c2cccc(C(F)(F)F)c2)[C@H](C(C)=O)[C@H]1C the results were OX1R antag-1 -31 and OX1R antag-2 21.
`CCCn1c(=O)cc(N)n(-c2ccc(OC(F)(F)F)cc2)c1=O` gave OX1R antag-1 -42 and OX1R antag-2 3.

Continuation:
`COc1ccc2[nH]c(=O)c(CN(C(=O)c3ccco3)C(C)C)cc2c1` gave OX1R antag-1 -11 and OX1R antag-2 9.
For Cc1cc(C)c(C#N)c(SCc2ccccc2C)n1 the results were OX1R antag-1 -30 and OX1R antag-2 19.
Screening Cc1cc(C(C)C)n2c(nc3ccccc32)c1C#N returned OX1R antag-1 -16 and OX1R antag-2 11.
For COc1ccc(/C=N/NC(=O)c2ccoc2C)cc1COc1ccc(Cl)cc1 the results were OX1R antag-1 -28 and OX1R antag-2 6.
`CS(=O)(=O)n1nc(-c2ccco2)nc1N` gave OX1R antag-1 -10 and OX1R antag-2 -8.
Cc1nc(CCNC(=O)C2CCC(=O)N(Cc3cccc(F)c3)C2)sc1C (stereo unspecified) was read as OX1R antag-1 -17 and OX1R antag-2 1.
Screening COc1ccc(Br)cc1/C=C/C(=O)NC(=S)Nc1ccc(CN2CCOCC2)cc1 returned OX1R antag-1 -40 and OX1R antag-2 2.
For CCOC(=O)COc1ccc2nsnc2c1Cl the results were OX1R antag-1 -12 and OX1R antag-2 45.
`CN1N=C2c3ccccc3CCC2C1c1ccc(C(F)(F)F)cc1` (stereo unspecified) gave OX1R antag-1 -19 and OX1R antag-2 -3.
`Cc1ccc(S(=O)(=O)Nc2cccc(C(=O)N3CCOCC3)c2)cc1` gave OX1R antag-1 -18 and OX1R antag-2 4.
For Cc1nc(CSc2ccc(Cl)cc2)cc(N2CCOCC2)n1 the results were OX1R antag-1 -16 and OX1R antag-2 20.
`C/C(=C\C(=O)c1ccc(Cl)cc1)Nc1ccc(Br)cc1` gave OX1R antag-1 -32 and OX1R antag-2 22.
Screening O=C(NCCN1CCOCC1)c1cccc2c1C(=O)c1ccc(N3CCCC3)cc1S2(=O)=O returned OX1R antag-1 -25 and OX1R antag-2 43.
COC(=O)C(C)(C(=O)OC)c1ccc([N+](=O)[O-])cn1 was read as OX1R antag-1 3 and OX1R antag-2 31.
CCc1nnc(NC(=O)CCN2C(=O)c3ccccc3C2=O)s1 was read as OX1R antag-1 -9 and OX1R antag-2 11.
`COc1ccccc1OC(=O)CCc1nc2ccccc2s1` gave OX1R antag-1 0 and OX1R antag-2 0.
CCN(CC)C(=O)CSc1nc(-c2ccc(C)cc2)nc2c1COC(C)(C)C2 was read as OX1R antag-1 -31 and OX1R antag-2 13.
O=C1/C(=C/c2ccccc2)CSc2sccc21 was read as OX1R antag-1 -14 and OX1R antag-2 20.
Screening C/C(=N/Oc1nc(C)cc(C)n1)c1ccc(Cl)cc1Cl returned OX1R antag-1 -15 and OX1R antag-2 7.
Screening CC(C)OC(=O)CN1C(=O)S/C(=C/c2ccc(N3CCCCC3)o2)C1=O returned OX1R antag-1 -22 and OX1R antag-2 2.
For O=C(Nc1ccccc1)N1CCN(c2ccc(F)cc2)CC1 the results were OX1R antag-1 -25 and OX1R antag-2 31.
C=CCNC(=S)NNC(=O)c1ccc(=O)n(Cc2ccc(Cl)cc2Cl)c1 was read as OX1R antag-1 -23 and OX1R antag-2 7.
Screening CC(=O)NCCc1nc2ccccc2n1Cc1ccccc1 returned OX1R antag-1 -17 and OX1R antag-2 10.
`O=C(NCC(=O)N1CCN(C(c2ccccc2)c2ccccc2)CC1)c1ccccc1F` gave OX1R antag-1 -24 and OX1R antag-2 9.

At a glance, part of the list above.
Screening CC(C)OC(=O)CN1C(=O)S/C(=C/c2ccc(N3CCCCC3)o2)C1=O returned OX1R antag-1 -22 and OX1R antag-2 2.
For O=C(Nc1ccccc1)N1CCN(c2ccc(F)cc2)CC1 the results were OX1R antag-1 -25 and OX1R antag-2 31.
C=CCNC(=S)NNC(=O)c1ccc(=O)n(Cc2ccc(Cl)cc2Cl)c1 was read as OX1R antag-1 -23 and OX1R antag-2 7.
Screening CC(=O)NCCc1nc2ccccc2n1Cc1ccccc1 returned OX1R antag-1 -17 and OX1R antag-2 10.
`O=C(NCC(=O)N1CCN(C(c2ccccc2)c2ccccc2)CC1)c1ccccc1F` gave OX1R antag-1 -24 and OX1R antag-2 9.

Other records
`CCCN(CCC)C(=O)CSc1nc2ccsc2c(=O)n1NC(=O)c1ccccc1` gave OX1R antag-1 -20 and OX1R antag-2 11.
`CC(=O)Nc1ccc(S(=O)(=O)N2CCC(C(=O)NCc3cccnc3)CC2)cc1` gave OX1R antag-1 11 and OX1R antag-2 0.
For CCO[C@@H]1OC(C(=O)NC2CC2)=C[C@H](c2coc3ccccc3c2=O)[C@H]1CCCO the results were OX1R antag-1 -7 and OX1R antag-2 24.
`Cc1ccc(S(=O)(=O)N2CCOCC2)cc1C(=O)NCc1cn2ccsc2n1` gave OX1R antag-1 -16 and OX1R antag-2 4.
Screening COc1ccccc1N1CCN(C(c2cccs2)C(C)NC(=O)c2cccnc2)CC1 (stereo unspecified) returned OX1R antag-1 -26 and OX1R antag-2 10.
COc1ccc(S(=O)(=O)CC(=O)c2cc3cc(Br)ccc3oc2=O)cc1 was read as OX1R antag-1 2 and OX1R antag-2 24.
Screening CC(=NCc1cccc(Cl)c1)c1nc(-c2ccco2)oc1O returned OX1R antag-1 -32 and OX1R antag-2 21.
Cc1ccc(S(=O)(=O)Nc2cnc3ccccc3c2)cc1 was read as OX1R antag-1 -9 and OX1R antag-2 38.
Screening CC1CCN(CCCNC(=O)c2coc3nc4ccccc4nc23)CC1 returned OX1R antag-1 -14 and OX1R antag-2 46.
Screening O=C(N/N=C/c1cccc(OCc2ccccc2)c1)c1ccc(Br)o1 returned OX1R antag-1 8 and OX1R antag-2 24.
O=C(NNC(=S)NCc1ccco1)c1cccs1 was read as OX1R antag-1 -14 and OX1R antag-2 9.
For CNc1c(NS(=O)(=O)c2ccc(C3CCCCC3)cc2)c(=O)oc2ccccc12 the results were OX1R antag-1 -9 and OX1R antag-2 12.
Screening Cc1ccc(NS(=O)(=O)c2cc(NC(=O)c3cc(=O)[nH]c(=O)[nH]3)ccc2Cl)c(C)c1 returned OX1R antag-1 -17 and OX1R antag-2 12.
For COc1cc(C2C(C#N)=C(N)Oc3n[nH]c(C)c32)cc2c1OCO2 (stereo unspecified) the results were OX1R antag-1 -6 and OX1R antag-2 6.
`Cc1ccc(S(=O)(=O)/N=C/c2c(O)ccc3ccccc23)cc1` gave OX1R antag-1 -2 and OX1R antag-2 1.
For Cc1ccc(S(=O)(=O)N2CCN(C(=O)COC(=O)c3ccc(O)cc3)CC2)c(C)c1 the results were OX1R antag-1 -22 and OX1R antag-2 7.
`COc1cccc(-n2c(Cc3cc(=O)[nH]c(=O)[nH]3)nnc2SCC(=O)N2CCC(C)CC2)c1` gave OX1R antag-1 1 and OX1R antag-2 7.
`Clc1cccc(N2CCN(Cc3nc(-c4ccccc4)no3)CC2)c1` gave OX1R antag-1 -23 and OX1R antag-2 18.
Cc1ccc(S(=O)(=O)N2CCN(C(=O)c3ccc4ccccc4n3)CC2)c(C)c1 was read as OX1R antag-1 -10 and OX1R antag-2 10.
For Cc1ccc(C)n1-c1cccc(C(=O)O)c1 the results were OX1R antag-1 -3 and OX1R antag-2 24.
Screening Cc1cc(C)cc(N(C(=O)Cc2cccs2)C(C(=O)NC2CCCC2)c2ccc(C)o2)c1 (stereo unspecified) returned OX1R antag-1 -12 and OX1R antag-2 2.
`Cc1ccc(N2C(=O)N(CC(=O)Nc3cc(F)ccc3C)C(=O)C2C)cc1` (stereo unspecified) gave OX1R antag-1 -10 and OX1R antag-2 4.
Cc1ccc(S(=O)(=O)c2nnn3c2nc(NC2CCN(Cc4ccccc4)CC2)c2ccccc23)cc1C was read as OX1R antag-1 -6 and OX1R antag-2 -1.
Cc1cc(OCC(=O)NCCc2ccc(Cl)cc2)c2c(C)cc(=O)oc2c1 was read as OX1R antag-1 -33 and OX1R antag-2 0.
For Cc1ccc(S(=O)(=O)Nc2ccc(N3CCOCC3)cc2)cc1C the results were OX1R antag-1 -23 and OX1R antag-2 2.
